Compound activity: PubChem BioAssay, several laboratories
Cardiac RTF inh = cardiac RTF calcium desensitization | P19429+P45379 | IANBD-labeled cardiac RTF, Ca2+ fluorescence | inhibition, % at 7.15 µM | 340,000 compounds, 0.12% hits | AID 493244;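 active = inhibition above the mean inhibition of all tested compounds plus 3 SD, cut at about 17% in these data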;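 also: assay run at fixed EC70 calcium of 1.6 mM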
Arrestin-AP2 inh = human beta-arrestin and AP2 interaction inhibition | FITC-arrestin peptide / GST-AP2 beads, flow cytometry; AP2 beta2 appendage carries R879A mutation | 340,000 compounds, 0.31% hits | inhibition, % at 10 µM | AID 504490;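 active = inhibition above a set limit, near 3 SD of compounds lacking own fluorescence, cut at about 54% in these data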;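 also: plate controls were DMSO wells for no effect and 5 µM unlabelled arrestin peptide for full effect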
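test system = AP2 appendage R879A on GSH beads | buffer or medium = PBS plus Tween 20 (0.05%) and BSA (0.1%) | incubation = 12 min plus 1 h, RT | detection = bead flow cytometry, FITC channel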
MOR-DOR inv ag = inverse agonist of human OPRM1-OPRD1 heterodimerization | inhibition, % at 9.3 µM | 340,000 compounds, 0.21% hits | AID 504357 | P35372+P41143 | cell-based MOR-DOR heterodimer luminescence, inverse agonism; in the data active = inhibition above about 22%, passing the limit was not always enough;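 also: 0% = cells with DMSO and 100% = wells without cells with DMSO; values of inactives mirror those of a sister screen read the other way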
Wnt act = activators of Wnt/beta-catenin signaling. Wnt/beta-catenin reporter cell assay, activator, plate reader. activation, % at 9.35 µM. 300,000 compounds, 1.2% hits; in the data active = activation above about 30%, passing the limit was not always enough;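 also: 0% = neutral control wells and 100% = positive control wells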
Pemphigus Ab inh = inhibitors of pemphigus antibody binding to human desmoglein-3; P32926; DSG3-coupled beads, scFv-anti-DSG3-GFP binding, flow cytometry; hits give low values; binding (percent of control), % at 10 µM; 310,000 compounds, 0.48% hits;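 active = binding more than 3 SD below its plate's average and above zero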;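 also: hits lower antibody fragment binding to DSG3; some compounds called inactive have numbers as strong as hits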
V-ATPase pHluor = regulators of yeast V-ATPase proton transport; 350,000 compounds, 0.37% hits; response, % at 10 µM; AID 504577; S. cerevisiae, pHLuorin cytosolic pH fluorescence; in the data active = response mostly above about 7.3%, no sharp cut-off; inactive = mostly below about 5.4%; also: actives read high; inactives centre near 0; some compounds called inactive have numbers as strong as hits; reference of the scale not given here
C-LANA FP = KSHV C-LANA DNA binding inhibition | MBP-C-LANA/FAM-LBS DNA binding, fluorescence polarization | inhibition, % at 9 µM | 340,000 compounds, 0.078% hits | AID 504423;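 active = highest replicate inhibition at or above 60% at 9 µM, even if other replicates fall short; inactive = all replicates below 60% inhibition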;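 also: 0% = neutral control wells and 100% = 4 µM acridine orange control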
MOR-DOR ag = OPRM1-OPRD1 heterodimerization agonism; P35372+P41143; cells, luminescence; activation, % at 9.3 µM; 340,000 compounds, 0.3% hits; in the data active = activation above about 18%;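 also: 0% = vehicle-treated cells and 100% = reference agonist; values of inactives mirror those of a sister screen read the other way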
cardiac RTF act = cardiac RTF calcium sensitization; activation, % at 7.2 µM; IANBD-labeled TnC RTF fluorescence at EC20 calcium; 0% EC20 calcium, 100% full calcium; 340,000 compounds, 0.24% hits; P19429+P45379;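 active = activation above the mean over all tested compounds plus 3 SD, cut at about 30% in these data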;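 also: rise in fluorescence read as greater calcium sensitivity of cardiac thin filaments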
Keap1-Nrf2 PPI = inhibitors of human Keap1-Nrf2 protein-protein interaction; Keap1 Kelch-Nrf2 peptide fluorescence polarization, 1536-well; 340,000 compounds, 0.15% hits; inhibition, % at 9.4 µM; Q14145; in the data active = inhibition above about 12%;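 also: human Keap1 Kelch domain with fluorescein labeled Nrf2 9mer peptide probe; 0% = neutral control wells and 100% = peptide positive control; higher means more block of Keap1 binding to Nrf2 peptide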
Target sequence (Q14145 whole entry, looked up, the tested form may be a part): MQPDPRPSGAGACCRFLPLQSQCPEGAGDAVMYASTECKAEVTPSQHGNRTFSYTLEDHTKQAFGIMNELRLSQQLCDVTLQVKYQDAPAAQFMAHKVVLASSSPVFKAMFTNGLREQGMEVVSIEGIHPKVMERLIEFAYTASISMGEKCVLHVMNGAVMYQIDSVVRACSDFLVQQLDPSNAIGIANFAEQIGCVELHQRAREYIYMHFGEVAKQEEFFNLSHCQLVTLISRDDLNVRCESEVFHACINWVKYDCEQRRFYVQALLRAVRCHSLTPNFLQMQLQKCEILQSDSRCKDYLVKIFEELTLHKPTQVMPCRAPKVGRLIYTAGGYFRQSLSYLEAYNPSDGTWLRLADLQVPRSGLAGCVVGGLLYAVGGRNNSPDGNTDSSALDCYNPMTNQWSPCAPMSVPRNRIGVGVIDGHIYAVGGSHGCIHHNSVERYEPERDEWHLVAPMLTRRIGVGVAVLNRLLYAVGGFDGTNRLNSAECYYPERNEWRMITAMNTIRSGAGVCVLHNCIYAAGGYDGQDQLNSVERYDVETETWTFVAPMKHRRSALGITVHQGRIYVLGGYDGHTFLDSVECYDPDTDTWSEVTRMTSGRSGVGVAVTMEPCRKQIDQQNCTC
Active calls of the source: *; / = no result given. Compounds were not picked by outcome; any-hit rate near 3.1%.

Compound	Pemphigus Ab inh	Arrestin-AP2 inh	Wnt act	V-ATPase pHluor	cardiac RTF act	MOR-DOR ag	Cardiac RTF inh	MOR-DOR inv ag	C-LANA FP	Keap1-Nrf2 PPI
NC1(C#Cc2ccc3oc(=O)c(-n4cc(C5(O)CCCCC5)nn4)cc3c2)CCCCC1	103.1	-8.6	-6.0	3.5	0.0	-1.3	-10.0	7.5	-1.8	1.8
CC1CCN(C(=O)COC(=O)CCC(=O)c2cccs2)CC1	102.3	-3.0	1.4	-5.4	3.9	-2.8	-3.0	14.8	0.3	-1.2
O=C(NCc1ccccc1F)C1CCN(C(=O)c2sccc2-n2cccc2)CC1	104.9	-2.4	-3.4	0.6	-2.9	0.8	5.6	-6.1	-1.1	-0.2
COc1ccccc1-n1c(SCC(=O)NC(C)(C)C)nc(O)c(Cc2ccccc2)c1=O	94.3	10.4	/	-5.0	2.7	-2.3	-8.4	13.4	1.0	1.5
CCOP(=O)(OCC)C(NC(=O)c1cccs1)c1ccccc1 (centres undefined)	/	-0.5	-1.5	-2.0	-2.1	-1.1	-3.5	6.6	1.4	0.1
CCc1ccc(NC(=S)Nc2cc(OC)c(NC(=O)C(C)C)cc2OC)cc1	96.7	7.6	1.1	-2.8	-0.9	0.4	-8.6	-2.3	-0.5	1.5
COc1cc(C(=O)ON=C2C(C)=CC(=O)C=C2C)cc(OC)c1OC	/	10.2	/	4.1	0.7	0.1	-8.3	-0.3	-1.3	-5.8
COc1ccc(NC(=O)c2cc3c(-c4ccc(OC)c(OC)c4)nn(C)c3s2)cc1OC	102.2	18.1	/	-0.8	-7.3	0.4	-1.4	-2.3	0.3	1.3
CC(C)OC(=O)CNc1n[nH]c(=S)[nH]c1=O	100.5	31.3	0.1	-0.8	8.5	-0.8	-8.9	4.1	0.6	-0.7
C/C(=N\Nc1cc(C)nc(-c2ccccc2O)n1)c1ccccc1	97.1	17.5	/	4.1	-2.3	3.3	-2.9	-19.3	3.4	-1.8
O=S(=O)(Nc1ccccc1N1CCOCC1)c1ccccc1C(F)(F)F	95.4	0.1	-1.9	-2.0	2.5	-1.9	-7.5	7.4	-0.2	-3.1
O=C1[C@H]2[C@@H](C3CC3)N3C(=O)CN(Cc4ccccn4)C(=O)[C@@]3(Cc3ccccc3)[C@H]2C(=O)N1c1ccccc1	99.3	11.8	-2.8	-1.2	-5.3	-2.0	-7.9	9.4	1.4	-7.6
CN(c1ccc(C(=O)NCCSC(C)(C)C)cc1)S(=O)(=O)c1ccccc1	98.3	5.6	44.1*	2.4	-4.1	-1.0	-0.1	5.0	-3.1	-2.1
COc1ccc(OCc2cccc(C(=O)Nc3cc(C)on3)c2)cc1	92.7	-5.2	1.8	-0.4	0.5	0.5	-6.4	-2.5	0.0	-6.9
Cc1[nH]n(-c2ccccc2)c(=O)c1/C=N/N(C)c1ccccc1	100.6	-6.4	14.0	4.0	-2.9	2.5	-1.1	-14.7	1.2	-2.9
CC(=O)Nc1ccc(S(C)(=O)=O)c(C)c1	97.5	-4.7	-0.2	1.3	-4.5	-2.1	-7.5	13.0	0.2	1.3
O=C(C1=COCCO1)N1CCN(S(=O)(=O)c2cccc(Br)c2)CC1	92.6	6.7	0.3	2.7	0.4	-1.8	-5.2	7.3	2.5	-2.2
CCOC(=O)CC(=O)Nc1ccc(Br)cc1C(=O)O	/	6.3	-2.6	9.9	-1.0	0.5	-5.4	-2.3	0.5	-1.1
CC(=O)c1ccc(OC(=O)Cc2cccc3ccccc23)cc1	115.4	32.4	-0.7	-0.7	-4.4	-0.7	-3.9	3.5	-0.9	0.4
C/C=C/c1ccc(OCC(=O)Nc2cc(C(F)(F)F)ccc2N2CCOCC2)c(OC)c1	108.8	-22.4	0.8	1.4	4.3	-3.4	-6.5	18.0	1.4	-4.7
CC(=O)CCc1c(C)c2cc(C)ccc2[nH]c1=O	104.4	-7.5	/	-2.1	0.4	0.2	-2.8	-1.0	-2.1	-2.6
Clc1ccccc1CN1CCN(/N=C/C=C\c2ccco2)CC1	103.5	-9.5	4.1	5.4	/	/	/	/	0.2	-1.3
COc1cc(C2c3c(-c4cc(Cl)c(C)cc4O)n[nH]c3C(=O)N2Cc2cccnc2)ccc1O (centres undefined)	104.2	-0.2	/	5.4	-0.8	-0.6	-16.2	3.4	-0.6	-3.5
Cc1c(CC(=O)Nc2ccc(Cl)cc2)sc2ccc(Cl)cc12	110.2	33.6	-0.2	-1.1	2.9	2.9	4.0	-15.3	-0.8	2.2
CCN(CC)S(=O)(=O)c1ccc(N2CC(C(=O)N3Cc4ccccc4CC3C(N)=O)CC2=O)cc1 (centres undefined)	96.5	15.9	-0.2	4.2	-0.3	-2.3	-5.1	8.9	0.5	-5.8
C=CCn1nc(-c2ccccc2)c(N2CCCCC2)cc1=O	99.5	-5.7	-8.4	-0.3	-4.3	-1.7	10.1	7.7	-0.7	0.6
N#C/C(=C/C1=C(N2CCOCC2)C(=C/c2ccc(Cl)cc2)/CC1)C(=O)Nc1ccccc1F	106.5	4.4	-4.8	-1.1	3.4	-2.4	-2.6	12.4	-1.7	-6.2
COc1cc([N+](=O)[O-])ccc1NC(=O)CN1CCN(C(=O)c2ccco2)CC1	88.3	23.0	-3.7	-3.1	8.4	0.3	2.6	-1.2	0.2	-2.0
c1ccc(-c2noc(CSc3nnc(Cc4cccs4)n3-c3ccccc3)n2)cc1	101.4	7.0	5.2	0.4	-5.4	0.3	2.9	-1.9	-5.5	-2.1
Cc1nc2ccc(C(=O)OCc3ccccc3Br)cc2nc1C	99.7	26.8	0.0	-5.1	-4.2	4.3	5.9	-23.9	-0.5	1.0
CCCC(=O)N(CCc1ccc(OC)cc1)Cc1nc2ccccc2c(=O)[nH]1	99.3	14.8	-3.7	3.2	-0.7	-2.6	-4.5	14.4	0.5	-4.0
COc1ccc(-c2cc(=O)[nH]c3ccccc23)cc1	103.0	-20.4	-0.9	-1.3	-1.7	-1.4	-0.1	7.4	1.3	1.2
COc1ccc(OC)c(CN2CCN(C(=O)c3ccc(F)cc3)CC2)c1	87.2	36.9	-0.8	-3.5	8.8	-2.9	0.2	13.4	1.3	1.5
COc1ccccc1Cn1c(=O)c2ccccc2n2c(SCC(=O)N3CCCCC3)nnc12	105.7	2.3	-8.4	-0.1	5.2	-0.1	-8.1	0.2	-0.4	2.1
CC1CN(c2ccc(Oc3ccccc3)cc2)c2nc3c(c(=O)[nH]c(=O)n3C)n2C1 (centres undefined)	110.0	9.0	0.9	-2.9	-4.6	-4.2	-8.7	17.6	0.3	-3.3
Cc1ccc(Sc2ncccc2COC(=O)NC(C)C)cc1	98.2	6.7	4.4	2.9	5.3	-1.3	-11.2	6.4	0.9	0.5

A second format for some results above:
> CCOP(=O)(OCC)C(NC(=O)c1cccs1)c1ccccc1 (centres undefined)
  Pemphigus Ab inh: /
  Arrestin-AP2 inh: -0.5
  Wnt act: -1.5
  V-ATPase pHluor: -2.0
  cardiac RTF act: -2.1
  MOR-DOR ag: -1.1
  Cardiac RTF inh: -3.5
  MOR-DOR inv ag: 6.6
  C-LANA FP: 1.4
  Keap1-Nrf2 PPI: 0.1

> COc1ccccc1Cn1c(=O)c2ccccc2n2c(SCC(=O)N3CCCCC3)nnc12
  Pemphigus Ab inh: 105.7
  Arrestin-AP2 inh: 2.3
  Wnt act: -8.4
  V-ATPase pHluor: -0.1
  cardiac RTF act: 5.2
  MOR-DOR ag: -0.1
  Cardiac RTF inh: -8.1
  MOR-DOR inv ag: 0.2
  C-LANA FP: -0.4
  Keap1-Nrf2 PPI: 2.1

Next structures
Compound	Pemphigus Ab inh	Arrestin-AP2 inh	Wnt act	V-ATPase pHluor	cardiac RTF act	MOR-DOR ag	Cardiac RTF inh	MOR-DOR inv ag	C-LANA FP	Keap1-Nrf2 PPI
O=C(c1cc2cc(Br)cc(Br)c2oc1=O)N1CCCC1	/	-5.5	3.8	0.2	11.5	-0.1	-9.4	0.7	-0.3	-9.0
CC(C)n1cnc2cc(NCc3ccccc3O)ccc21	102.0	27.2	13.1	-1.8	5.2	-2.1	2.9	11.2	-0.2	-3.7
O=C(C1CC1)N(CCc1ccccc1)Cc1nc2ccccc2c(=O)[nH]1	101.5	-6.6	/	-0.6	-3.5	-1.6	3.6	6.8	-2.2	-0.3
O=C(NCc1ccccc1)C(c1ccc(F)cc1)N(Cc1ccc2c(c1)OCO2)C(=O)Cn1nnc(-c2cccs2)n1 (centres undefined)	99.6	1.8	-6.4	-1.4	0.1	-1.3	-0.3	6.8	0.9	-4.2
O=C(O)CC1S/C(=N/N=C/c2ccc(-c3ccccc3[N+](=O)[O-])o2)NC1=O (centres undefined)	97.2	5.4	8.4	-0.4	-4.1	1.8	-4.6	-8.7	2.8	-1.5
O=C(CSc1nncn1-c1ccccc1)NCc1cccs1	104.9	-11.5	/	1.1	7.4	-2.9	1.1	16.6	0.9	-1.4
COc1cc(OC)cc(-c2c(C#Cc3ccsc3)c3cc(-c4ccc(OC)nc4)ccc3n2C)c1	95.0	9.8	-8.1	-1.6	9.9	-0.7	-15.3	4.2	1.4	-14.3
COc1ccc(NS(=O)(=O)c2ccc(O)c(NC(=O)c3ccc(S(=O)(=O)N4CCCCCC4)cc3)c2)cc1	126.9	1.3	-2.7	5.9	-15.4	-0.9	-0.6	5.0	0.1	-5.8
Cc1ccc2ccccc2c1CSc1nc(N)nc2c1ncn2CC(C)C	113.9	3.4	-3.3	-0.6	-4.7	-4.0	-1.4	17.5	-0.2	0.4
CCOC(=O)C1=C(C)N=C2c3ccccc3C(=O)C2C1c1ccc(C)cc1 (centres undefined)	91.6	48.3	-20.3	-1.9	-6.1	5.5	0.9	-30.8	-3.8	-6.1
Cc1ccc(S(=O)(=O)NC[C@H]2O[C@@H](n3cnc4c(N)ncnc43)[C@H](O)[C@@H]2O)s1	102.1	16.8	-1.6	-0.2	-1.2	-3.5	-3.4	16.3	-0.4	-3.8
O=C(CN(Cc1ccccc1)S(=O)(=O)c1ccccc1)NC1CC1	119.1	-3.8	-2.8	0.3	1.8	-2.9	-0.2	17.1	-1.9	-4.4
